# Compound activity (PubChem)
# GAA spleen mod: inhibitors or activators of human alpha-glucosidase in spleen homogenate. P10253. AID 2112. 0.006% of 240,000 active. Potency, µM (titrated, usually from 79.9 µM), for inactives: top-dose activity change, negative = inhibition, most hits filed as inhibitors. human spleen homogenate, 4-MU-alpha-glucoside fluorescence;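 further: potency means the concentration at half of the fitted maximal effect; 0% = enzyme with vehicle and -100% = no enzyme basal signal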
#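 Compounds were titrated against alpha-glucosidase in spleen homogenate at pH 5.0, with 1 mM 4-methylumbelliferyl substrate for 40 min at 37 C. Reactions were quenched with pH 10 NaOH/glycine and fluorescence measured.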
# LMNA splice mod: modulators of lamin A splicing; HeLa LMNA splicing GFP/RFP minigene ratio, 48 h; Potency, µM (series often up to 46.1 µM), for inactives: at the highest dose ratio change, negative = inhibition, actives largely listed as inhibitors; 0.01% of 200,000 active; active means well fitted inhibition curve with a large enough effect in the signal ratio, with a control signal flat, not every such curve was filed as active; inconclusive means small, poorly fitted or top-dose-only effect, or effect the other way, or a change in a side signal; the % refers to the signal ratio; further: potency means the concentration at half of the fitted maximal effect; on the % scale 0 is the no-effect control and ±100 the full control effect
#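 Read-out is the ratio of GFP to DsRed2 object intensity, acquired by 488 nm laser-scanning cytometry on HeLa lamin A-EGFP minigene reporter cells. Compound incubation 48 hrs at 37 °C in Opti-MEM with 2% FBS; DMSO 0.5% final.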
# HTT aggregate: inhibitors of mutant huntingtin aggregate formation in PC12 cells; PC12 HttQ103-GFP aggregates, Acumen cytometry, 40 h; Potency, µM (doses to about 46.1 µM), inactives show at the top dose activity change, negative = inhibition, usual class: inhibitors; 1.1% of 220,000 active; further: potency means the concentration at half of the fitted maximal effect; on the % scale 0 is the no-effect control and ±100 the full control effect; nearly all actives have a fitted effect of over 60% in size
#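 Quantitative HTS on tebufenozide-induced (100 nM) PC12 cells stably expressing polyQ103 Huntingtin exon 1–GFP. Reduction of bright GFP aggregates, detected by laser scanning cytometry after lysis, identified actives across the titration.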
# GAA inh: blocks human lysosomal alpha-glucosidase | P10253 | 0.005% of 200,000 active | Potency, µM (series often up to 76.9 µM), without a hit: top-dose activity change, negative = inhibition, most hits filed as inhibitors | purified human GAA, 4-MU-alpha-glucoside fluorescence;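 further: potency means the concentration at half of the fitted maximal effect; plate controls were uninhibited enzyme wells for no effect and no-enzyme background for full effect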
#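 qHTS format, compound range up to 77 uM. Human lysosomal enzyme at 4 nM, 400 uM 4-MU glucoside substrate, pH 5.0, 20 min room temperature; fluorescence after alkaline stop gives activity normalized to controls.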
# HTT cytoprotect: protects HTT-Q103 PC12 cells, measured by ATP | PC12 HTT-Q103 induced, cytoprotection, ATP luminescence, 40 h | Potency, µM (doses to about 56.4 µM), for inactives: cytoprotection (ATP increase), most hits filed as activators | 0.14% of 230,000 active | AID 1471;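 further: potency means the concentration at half of the fitted maximal effect; % of control where 0% means no effect; nearly all actives have a fitted effect of over 45% in size; toxic huntingtin expression switched on by the ecdysone agonist tebufenozide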
#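 Huntington model: PC12 line, ecdysone-inducible HTTQ103 exon1–GFP, tebufenozide 100 nM. Test articles in a dose series. Endpoint luminescence from cellular ATP.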
# GAA glycogen: alters human alpha-glucosidase cleavage of glycogen. P10253. recombinant GAA, glycogen substrate, Amplex Red glucose oxidase fluorescence. Potency, µM (top dose mostly 76.4 µM), without a hit: at the highest dose activity change, negative = inhibition, usual class: inhibitors. 0.38% of 300,000 active. AID 2100;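 further: potency means the concentration at half of the fitted maximal effect; 0% = full enzyme reaction and -100% = no-enzyme basal signal; the screen sought inhibitors and activators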
#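 Recombinant human enzyme (4 nM); glycogen substrate; 37 C, 40 min, pH 5.0. Readout: coupled glucose oxidase/Amplex Red fluorescence.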
# CBFb RUNX1 block: blocks binding between human CBF-beta and RUNX1; 230,000 tested, under 10 active; AlphaScreen CBFb-His/RUNX1-biotin binding, biochemical; Potency, µM (doses to about 59.8 µM), for the others: at the highest dose activity, negative = inhibition, usual class: inhibitors; AID 1477; further: % of control where 0% means no effect
# Target sequence (Q01196 whole entry, looked up): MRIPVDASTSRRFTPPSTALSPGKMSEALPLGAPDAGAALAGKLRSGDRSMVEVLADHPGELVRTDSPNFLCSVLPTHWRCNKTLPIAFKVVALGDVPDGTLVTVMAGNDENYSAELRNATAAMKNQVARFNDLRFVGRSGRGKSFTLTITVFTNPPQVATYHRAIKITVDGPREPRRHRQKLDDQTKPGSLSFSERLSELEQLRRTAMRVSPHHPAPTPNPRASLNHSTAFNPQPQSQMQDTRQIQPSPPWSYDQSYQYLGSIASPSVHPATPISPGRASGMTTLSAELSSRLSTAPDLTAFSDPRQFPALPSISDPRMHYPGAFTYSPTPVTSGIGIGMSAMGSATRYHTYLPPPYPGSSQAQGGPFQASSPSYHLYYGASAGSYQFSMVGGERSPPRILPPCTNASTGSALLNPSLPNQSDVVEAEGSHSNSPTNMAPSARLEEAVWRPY
# Target sequence (Q13951 whole entry, looked up): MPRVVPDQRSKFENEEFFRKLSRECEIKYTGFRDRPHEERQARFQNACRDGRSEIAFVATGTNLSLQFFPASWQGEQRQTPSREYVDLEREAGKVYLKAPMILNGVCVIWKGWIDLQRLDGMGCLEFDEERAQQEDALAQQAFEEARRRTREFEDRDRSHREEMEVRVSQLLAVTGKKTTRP
#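 AlphaScreen binding: CBFb-His and RUNX1-biotin (30 nM each) preincubated 20 min, compound added for 15 min, then nickel and streptavidin beads for 90 min, all at room temperature. Disruption of the interaction by any mechanism counts as activity.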
# Active calls of the source: *; ? = inconclusive; / = not tested or not shown; & = joins results of further samples; [ ] = dose if it differs, or a comment. Unless noted, the call rests on the fitted dose curve; in most records, active means well fitted curve in the direction sought with a large enough effect; inconclusive means small, poorly fitted or top-dose-only effect, or another doubt; inactive means no such curve, though single readings can be large; an effect the other way counts as inactive or inconclusive. An unsorted share of the library; about 1.5% have a hit in one of these screens.
mol	GAA spleen mod	LMNA splice mod	HTT aggregate	GAA inh	HTT cytoprotect	GAA glycogen	CBFb RUNX1 block
N#CC1=C(N)Oc2nc(-c3ccccc3)[nH]c2C1c1cccnc1 (stereo not drawn)	-1%	?	21%	1%	-7%	3%	2%
C=CCn1c(=O)/c(=C2/SC(C)=C(C)N2CC)s/c1=C1/C(=O)N(CC)C(=S)N1c1ccccc1	-1%	-1%	22%	-8%	25%	5%	-11%
Oc1ccc2ccccc2c1C=Nc1ccc(N2CCOCC2)cc1	4%	-7%	?	-6%	15%	-23%	-4%
CCOc1cc(C2C3=C(CCCC3=O)NC3=C2C(=O)CCC3)cc(Cl)c1O	-12%	0%	25%	-4%	21%[10 µM]	35µM*	1%
COC(=O)c1cccc(NC(=O)Cc2coc3cc(OC)ccc23)c1	2%	-12%	-22%	0%	5%[1.9 µM]	-1%	5%
Cc1ccc(NC(=O)c2noc(C(C)C)c2[N+](=O)[O-])cc1	3%	15%[46 µM]	11%	-1%	-7%	0%	12%
Cn1c(=O)c2c(nc(Cl)n2CC(=O)N2CCCCC2)n(C)c1=O	-8%	11%[46 µM]	-15%	4%	-23%	-12%	7%
C/C(=N\NC(=O)COc1ccccc1)c1cccs1	-5%	?	-1%	0%	/	-1%	-3%
O=C(CNC(=O)c1cccs1)OCC(=O)c1cccs1	-5%	11%	7%	2%	5%[10 µM]	-1%	1%
Nc1ccccc1C(=O)NNc1ncc(C(F)(F)F)cc1Cl	3%	11%	10%	2%	-2%	?	-6%
CCOc1ccc(NC(=S)N2CCC(C(N)=O)CC2)cc1	-14%	-1%	6%	4%	-5%[1.9 µM]	13%	3%
CCOC(=O)c1ccc(N2C(=O)CC(N3CCCC(C)C3)C2=O)cc1 (stereo not drawn)	-5%	3%	12%	-6%	-10%	0%	6%
OC(CNCc1ccc(-c2ccccc2)cc1)c1ccccc1 (stereo not drawn)	4%	?	-1%	-6%	/	-2%	16%
Cc1cccc(C(=O)Nc2sc3c(c2C#N)CCCCC3)c1	11%	-2%	-7%	7%	8%[1.9 µM]	5%	21%
CCC(C)(C)NC(=O)C1c2ccccc2Oc2ccccc21	2%	-12%[46 µM]	21%	3%	/	-11%	12%
CSc1nc(N)n(-c2cc(C(F)(F)F)ccn2)n1	-5%	/	18%[9.22 µM]	/	13%[10 µM]	7%	5%
COCCn1c(SCC(=O)Nc2cc(C)nn2-c2ccccc2)nnc1-c1ccncc1	4%	1%	-5%	1%	0%[10 µM]	-6%	1%
Cc1onc(-c2ccccc2)c1C(=O)N/N=C/c1cccs1	0%	/	5%[9.22 µM]	-7%	-6%[10 µM]	6%	-3%
COc1ccccc1CNC(=O)C1CC(=O)N(C2CCCC2)C1 (stereo not drawn)	-3%	-6%	5%	-5%	4%	17%	2%
CC(=O)Nc1ccc(S(=O)(=O)NCC(=O)NC(C)c2ccc(S(N)(=O)=O)cc2)cc1 (stereo not drawn)	1%	/	-6%[9.22 µM]	/	6%[10 µM]	6%	-1%
COc1cc(CNc2nnnn2C)ccc1OCc1ccc(F)cc1Cl	2%	?	-9%[9.22 µM]	1%	10%[10 µM]	-3%	7%
Fc1ccc(N2CCN(Cc3nnc(-c4ccccc4)o3)CC2)cc1	-15%	?	25%	1%	14%[10 µM]	3%	-7%
C(=N\n1cnnc1)/C1CCCCC1	3%	-1%	14%	6%	5%	-19%	6%
CC1CN(CCCOc2ccc([N+](=O)[O-])cc2)CC(C)O1 (stereo not drawn)	-5%	9%	-29%	-1%	6%[10 µM]	1%	-2%
CCN=C1NN=C(c2c[nH]c3ccccc23)CS1	-12%	/	-15%	-3%	-55%[inhibitor]	0%	-1%

# Full records from above:
# C(=N\n1cnnc1)/C1CCCCC1 is entered as GAA spleen mod: 3%; LMNA splice mod: -1%; HTT aggregate: 14%; GAA inh: 6%; HTT cytoprotect: 5%; GAA glycogen: -19%; CBFb RUNX1 block: 6%
# CCC(C)(C)NC(=O)C1c2ccccc2Oc2ccccc21 is entered as GAA spleen mod: 2%; LMNA splice mod: -12%[46 µM]; HTT aggregate: 21%; GAA inh: 3%; HTT cytoprotect: /; GAA glycogen: -11%; CBFb RUNX1 block: 12%

# Other records.
mol	GAA spleen mod	LMNA splice mod	HTT aggregate	GAA inh	HTT cytoprotect	GAA glycogen	CBFb RUNX1 block
C=CCn1c(SCC(=C)C)nc2c1c(=O)[nH]c(=O)n2C	9%	/	-15%[9.22 µM]	/	3%[10 µM]	0%	3%
Cc1cc(Nc2cc(Cl)cc(Cl)c2)nc(N)n1	3%	/	0%[9.22 µM]	-9%	5%[10 µM]	10%	8%
[O-][n+]1ccccc1SC/C=C/c1ccccc1	6%	-4%[9.22 µM]	0%	1%	-19%	3%	1%
CC(C)(C)C(=O)NC(Nc1cccc2cccnc12)C(Cl)(Cl)Cl (stereo not drawn)	9%	?	?	-2%	7%	-8%	-20%
Cc1nn(Cc2ccccc2)c(C)c1C(=O)Nc1ccc(N2CCOCC2)cc1	-2%	6%	11%	3%	2%	4%	5%
O=C(NC1CC1)C1=C[C@@H](c2ccccc2)C[C@@H](OCc2ccc(CO)cc2)O1	1%	/	-11%[9.22 µM]	/	-11%[10 µM]	-2%	1%
O=C(COc1ccccc1)Nc1ccncc1	3%	?	-19%[9.22 µM]	?	-7%[10 µM]	11%	16%
Cc1ccc(Cl)cc1N1CCN(C(=O)Cc2c(C(=O)O)[nH]c3ccc(Cl)cc23)CC1	-10%	-18%[46 µM]	-7%	1%	9%[10 µM]	3%	-14%
C[N+]1(CCNC(=O)/C=N/O)CCCCC1	-1%	18%	5%	-17%	-9%	-1%	1%
O=C(CSc1nc(-c2ccccc2)nc2c1Cc1ccccc1O2)Nc1ccccc1	0%	2%	-3%	-2%	-10%	9%	0%
O=C(Nc1cccnc1)c1noc2c1CCCCC2	0%	-4%	-11%	2%	-16%[10 µM]	7%	11%
CC[C@@H](c1ccccc1)n1c(=O)n2n(c1=O)[C@H]1[C@H](O)[C@H]3O[C@@H]3/C(=N/OC[C@@H](O)COCc3ccco3)[C@@H]1CC2	0%[17.4 µM]	/	/	/	-8%[10 µM]	/	9%[13.1 µM]
COCCNC(=O)c1ccc(CN2CCOCC2)cc1	-16%	-12%	-5%	3%	-7%[10 µM]	1%	-2%
O=c1c2nnn(-c3ccc(Br)cc3)c2ncn1Cc1ccccn1	/	/	-20%	-9%	-40%	-3%	13%
O=C(Nc1nccs1)C1C2/C=C\CCCCC21 (stereo not drawn)	-9%	-8%	-6%	-2%	-23%	1%	7%
O=C(O)CN1C(=O)/C(=C/c2ccc(N3CCCCC3)o2)SC1=S	-22%	/	1%[9.22 µM]	/	-12%[10 µM]	-14%	3%
CCCCC1CC1C(=O)Nc1ncc2c(n1)CC(C)(C)CC2=O (stereo not drawn)	-7%	5%	-4%	-12%	-7%	-4%	9%
Cc1ccn2c(c1)nc(=S)n2C(=O)c1ccco1	-1%	-5%	-1%	3%	/	4%	4%
COc1ccc(Cc2nnc(SCC(=O)N3CCCC3)o2)cc1	8%	-2%[46 µM]	20%[9.22 µM]	10%	?	-8%	3%
COC(=O)c1ccc(C(=O)OC)c(NC(=O)COC(=O)c2ccccc2OC)c1	-1%	6%	?	?	-47%[inhibitor][10 µM]	16%	-4%
CCCCCCCCNC(=O)c1cnccn1	-2%	6%	-17%	-5%	/	3%	5%
CCOC(=O)N1CCN(CC(=O)Nc2ccc(F)c(F)c2)CC1	0%	/	-2%	-1%	-14%	3%	0%
COc1ccc(NC(=O)CCCSc2ccccc2)cc1	-1%	?	21%	4%	-23%	-1%	13%
CCOC(=O)C1=C(C)N(c2nonc2NC(C)=O)C(N)=C(C#N)C1c1ccccc1F (stereo not drawn)	7%	8%	12%	?	-6%	-24%	3%
CCc1cc(C(=O)Cc2cnn(-c3ccccc3)c2)c(O)cc1O	2%	?	9%[9.22 µM]	0%	6%	-21%	-7%

# The list continues:
mol	GAA spleen mod	LMNA splice mod	HTT aggregate	GAA inh	HTT cytoprotect	GAA glycogen	CBFb RUNX1 block
Cc1ccc(NC(=O)CN2CCC(NC(=O)C3CCCCC3)CC2)c(Br)c1	-4%	?	20%	1%	5%[10 µM]	-3%	5%
CC(/C=C1\SC(=S)N(NC(=O)c2ccccc2C)C1=O)=C\c1ccccc1	-12%	?	7%	-3%	4%[10 µM]	8%	?
CC(C)[C@@H](CC(=O)N[C@@H]1CCNC[C@H]1C(=O)N[C@H](CC(=O)N[C@@H](CCC(=O)O)CC(=O)O)Cc1ccccc1)NC(=O)C[C@H](CO)NC(=O)[C@@H]1CNCC[C@H]1N	5%	/	/	/	2%[1.9 µM]	/	8%
COc1cccc(-n2c(N)c(C(=O)Nc3c(C)n(C)n(-c4ccccc4)c3=O)c3nc4ccccc4nc32)c1	6%	/	-3%[9.22 µM]	/	-3%[10 µM]	4%	0%
C/C(CCc1ccc2c(c1)OCO2)=N\N=C(/N)SC1CC(=O)N(c2ccc(Cl)cc2)C1=O (stereo not drawn)	-5%	16%	11%	-9%	6%	?	-7%
COC(=O)c1scc(S(=O)(=O)C(C)(C)C)c1-n1cccc1	0%	/	7%[9.22 µM]	/	22%[10 µM]	9%	-3%
COCCOc1cc(-n2ccnc2SC)c(Cl)cc1Cl	1%	2%	-1%	12%	38%[10 µM]	2%	4%
Cc1ccc(C(=O)NCC(=O)OCC(=O)c2ccc(C)c([N+](=O)[O-])c2)cc1	-5%	-7%	-14%	5%	9%[10 µM]	4%	-4%
CCC(c1nc2ccccc2c(=O)n1CCN1CCOCC1)N1C(=O)c2ccccc2C1=O (stereo not drawn)	-12%	1%	?	1%	-5%	5%	3%
CCCCCn1c(CN2CCN(CCO)CC2)nc2c1c(=O)n(C)c(=O)n2C	-8%	-7%	10%	3%	10%	-18%	11%
Nc1nc(Cl)nc2c1ncn2[C@H]1C[C@H](O)[C@@H](CO)O1	-5%&-8%&8%	?	?	0%&1%[15.4 µM]	-240%[inhibitor]	1%&-3%	20%&6%
CC(C)CC(c1nnnn1C1CCCCC1)N1CCN(c2ncccn2)CC1 (stereo not drawn)	-10%	?	30%	-4%	1%	-1%	1%
CCCCCCNC(=O)C(C#N)c1nc2ccccc2nc1N1CCCC1 (stereo not drawn)	-4%	3%	-2%	-6%	3%[10 µM]	-1%	2%
CCCn1nc(NC(=O)c2ccncc2)c2cc3ccccc3nc21	1%	-14%	-14%	2%	14%	13%	1%
